Screening results from PubChem BioAssay.
POLH inh = inhibitors of human DNA polymerase eta; Potency, µM (titrated, usually from 114 µM), for inactives: at the highest dose activity change, negative = inhibition, usual class: inhibitors; Q9Y253; recombinant Pol eta, fluorescent DNA replication assay; actives 1.2% (n = 390,000); further: on the % scale 0 is the no-effect control and ±100 the full control effect
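Pol eta (10 nM) was preincubated with compounds for 15 min at room temperature, after which fluorescent replication substrate (50 nM final) was added to start the reaction. Fluorescence was read kinetically at 0 and 10 min.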
POLB inh = inhibitors of human DNA polymerase beta. actives 1.3% (n = 340,000). AID 485314. Potency, µM (titrated, usually from 114 µM), for inactives: top-dose activity change, negative = inhibition, actives largely listed as inhibitors. P06746. Pol beta primer extension/strand displacement, fluorescence kinetic; further: on the % scale 0 is the no-effect control and ±100 the full control effect
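Pol beta (10 nM) was preincubated with compound for 15 min at room temperature. The reaction was then started with 50 nM substrate and read immediately and after a further 10 min at room temperature.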
G9a block = G9a (human) methyltransferase inhibition. G9a H3K9 monomethylation, AlphaScreen, 2 h. Potency, µM (titrated, usually from 102 µM), inactives show at the highest dose activity, negative = inhibition, most hits filed as inhibitors. actives 8.8% (n = 350,000); further: on the % scale 0 is the no-effect control and ±100 the full control effect; nearly all actives have a fitted effect of over 75% in size
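Compounds were preincubated with 20 nM G9a for 15 min, after which biotinylated H3K9 peptide (500 nM) and SAM (20 uM) started a 2 h room-temperature reaction. Monomethylated product was quantified by antibody-based AlphaScreen chemiluminescence.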
POLI inh = blocks human DNA polymerase iota activity; Pol iota fluorescent replication assay, 10 min; Potency, µM (highest dose often 115 µM), for inactives: at the highest dose activity, negative = inhibition, most hits filed as inhibitors; actives 1% (n = 390,000); AID 588590
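Pol iota at 10 nM preincubated 15 min with compounds at room temperature; reaction started with fluorescent substrate, 50 nM final. Fluorescence read kinetically at 0 and 10 min; buffer-only wells as negative control.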
BAZ2B block = inhibitors of human BAZ2B bromodomain. AlphaScreen BAZ2B-H3K14Ac peptide displacement. Potency, µM (titrated, usually from 114 µM), inactives show at the top dose activity change, negative = inhibition, actives largely listed as inhibitors. actives 4.4% (n = 360,000); further: on the % scale 0 is the no-effect control and ±100 the full control effect; nearly all actives have a fitted effect of over 60% in size
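Multi-concentration screen (max 110 uM) measuring displacement of acetylated histone H3 peptide from BAZ2B by AlphaScreen, using 50 nM protein, 50 nM peptide and 10 ug/mL streptavidin donor plus Ni-chelate acceptor beads.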
Pol kappa inh = blocks human DNA polymerase kappa activity; Potency, µM (titrated, usually from 107 µM), without a hit: top-dose activity, negative = inhibition, hits mostly inhibitors; AID 588579; Q9UBT6; actives 0.53% (n = 400,000); purified Pol kappa, fluorescent DNA synthesis assay, 10 min; further: on the % scale 0 is the no-effect control and ±100 the full control effect
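Readout: fluorescence, taken kinetically at 0 and 10 min. Conditions: 10 nM Pol kappa, 15 min RT compound preincubation, 50 nM substrate final. Controls: enzyme-free buffer wells.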
BLM helicase inh = inhibitors of human Bloom syndrome helicase BLM; P54132; recombinant BLM DNA unwinding, fluorescence dequenching; Potency, µM (titrated, usually from 56.1 µM), without a hit: at the top dose activity change, negative = inhibition, hits mostly inhibitors; actives 0.2% (n = 350,000);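 further: plate controls were vehicle for no effect and no enzyme for full effect; nearly all actives have a fitted effect of over 35% in size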
Target sequence (P54132 whole entry, looked up): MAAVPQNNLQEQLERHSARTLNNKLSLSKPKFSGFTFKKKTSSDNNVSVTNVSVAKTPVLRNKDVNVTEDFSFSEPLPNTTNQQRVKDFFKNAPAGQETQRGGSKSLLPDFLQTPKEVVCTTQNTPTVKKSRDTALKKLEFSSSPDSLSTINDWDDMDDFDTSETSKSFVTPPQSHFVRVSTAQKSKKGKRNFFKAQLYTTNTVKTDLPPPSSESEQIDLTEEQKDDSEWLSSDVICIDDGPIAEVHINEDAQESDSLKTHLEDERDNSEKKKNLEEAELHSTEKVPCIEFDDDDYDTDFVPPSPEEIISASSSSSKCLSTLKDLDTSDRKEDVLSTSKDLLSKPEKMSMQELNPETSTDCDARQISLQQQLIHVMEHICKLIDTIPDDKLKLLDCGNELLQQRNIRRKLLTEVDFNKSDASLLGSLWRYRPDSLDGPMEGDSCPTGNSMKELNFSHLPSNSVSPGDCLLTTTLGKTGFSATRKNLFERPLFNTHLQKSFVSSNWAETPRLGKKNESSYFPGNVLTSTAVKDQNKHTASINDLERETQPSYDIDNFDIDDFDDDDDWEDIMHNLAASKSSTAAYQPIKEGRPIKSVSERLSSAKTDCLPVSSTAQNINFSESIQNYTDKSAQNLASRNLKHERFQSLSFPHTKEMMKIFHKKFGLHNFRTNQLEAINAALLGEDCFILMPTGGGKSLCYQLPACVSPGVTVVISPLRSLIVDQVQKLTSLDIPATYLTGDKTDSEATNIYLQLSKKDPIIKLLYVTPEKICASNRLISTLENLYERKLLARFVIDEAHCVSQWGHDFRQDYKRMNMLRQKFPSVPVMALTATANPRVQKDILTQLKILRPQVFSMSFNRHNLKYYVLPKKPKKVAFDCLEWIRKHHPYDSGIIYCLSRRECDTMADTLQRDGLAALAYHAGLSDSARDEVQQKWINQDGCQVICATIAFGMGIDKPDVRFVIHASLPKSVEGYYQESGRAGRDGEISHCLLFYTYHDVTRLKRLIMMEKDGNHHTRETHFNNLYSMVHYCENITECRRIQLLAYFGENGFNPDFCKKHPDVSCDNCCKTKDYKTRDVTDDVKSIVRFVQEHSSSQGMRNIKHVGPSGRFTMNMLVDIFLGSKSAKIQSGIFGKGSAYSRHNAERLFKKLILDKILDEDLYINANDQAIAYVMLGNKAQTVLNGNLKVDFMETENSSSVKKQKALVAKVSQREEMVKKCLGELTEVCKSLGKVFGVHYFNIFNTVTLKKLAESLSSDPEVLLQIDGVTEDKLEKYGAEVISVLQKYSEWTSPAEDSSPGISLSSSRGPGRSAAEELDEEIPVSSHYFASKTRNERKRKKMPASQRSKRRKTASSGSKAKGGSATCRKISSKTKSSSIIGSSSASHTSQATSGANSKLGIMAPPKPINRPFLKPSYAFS
APE1 inh = APE1 (human) endonuclease inhibition; Potency, µM (top dose mostly 65.8 µM), for the others: at the top dose activity change, negative = inhibition, hits mostly inhibitors; actives 0.35% (n = 350,000); P27695; recombinant APE1, TAMRA/BHQ-2 abasic DNA cleavage fluorescence;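 further: plate controls were vehicle for no effect and reference inhibitor for full effect; nearly all actives have a fitted effect of over 55% in size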
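APE1 at 0.75 nM final was preincubated with compound 15 min at room temperature, then 50 nM double-stranded THF abasic-site substrate (5'-TAMRA/3'-BHQ-2) was added. Fluorescence (ex 525/em 598 nm) was read kinetically; third-minus-first read gave activity.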
Apoferritin bind = candidate novel general anesthetic via apoferritin binding; apoferritin/1-aminoanthracene competitive binding, fluorescence; P02791; AID 485281; Potency, µM (titrated, usually from 77.5 µM), without a hit: at the highest dose activity change, negative = displacement, hits mostly inhibitors; actives 0.074% (n = 350,000); further: on the % scale 0 is the no-effect control and ±100 the full control effect; nearly all actives have a fitted effect of over 20% in size
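Apoferritin-based anesthetic binding model; compound displacement of fluorescent 1-AMA measured as endpoint fluorescence after 10 minutes at room temperature, scaled to free-ligand and complex controls.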
* = called active by the depositor; ? = inconclusive; nt = not tested or not shown; [ ] = dose if it differs, or a comment. The call rests on the fitted dose curve; in most records, active means well fitted curve in the direction sought with a large enough effect; inconclusive means small, poorly fitted or top-dose-only effect, or another doubt; inactive means no such curve, though single readings can be large; an effect the other way counts as inactive or inconclusive. Potency means the concentration at half of the fitted maximal effect.

compound | POLH inh | POLB inh | G9a block | POLI inh | BAZ2B block | Pol kappa inh | BLM helicase inh | APE1 inh | Apoferritin bind
Cc1ccc(N2CC(NC(=O)Cc3cccs3)CC2=O)cc1 (stereo unspecified) | -13% | 3% | 1%[59 µM] | 6% | -15% | 0%[60.1 µM] | 0% | nt | -1%
COc1ccccc1Nc1nc(N)nc(CSC(=S)N2CCCCC2C)n1 (stereo unspecified) | -13% | -14% | 4%[59 µM] | 4% | -27% | -12% | -11% | 5% | -9%
CCN(CC)CCNC(=O)Cn1c(=O)c2cccn2c2ccc(F)cc21 | -10% | 33% | 23% | 60%[activator] | 1% | -3% | 5% | 0% | -4%
CCC1=C(c2ccc(C)cc2)S(=O)(=O)N=C1N1CCC(C(=O)NCCCN2CCCCC2)CC1 | -23% | -10% | 15% | 17% | -19% | 2% | -2% | 57%[activator] | -4%
CCn1c(=O)cc(C(=O)OC)sc1=Nc1ccc(F)c(F)c1 | -11% | -6% | ? | -19% | -37% | -2% | -7% | -3% | ?
Cn1c(C(=O)NCCN2CCc3ccccc3C2)cc2c(=O)[nH]c3ccccc3c21 | 3% | -2% | ? | 5% | -30% | -3% | -2% | 0% | -20%
COCCCNc1nc2nonc2nc1N1CCN2CCCC2C1 (stereo unspecified) | -20% | -9% | nt | 28% | -3% | -12% | -6% | 16% | 0%
Cc1cccc(N2CCN(S(=O)(=O)c3ccc4c(c3)CCC(=O)N4)CC2C)c1 (stereo unspecified) | -14% | ? | 13%[12.7 µM] | -1% | 13% | -8% | 0% | 2% | -7%
COCCCNc1ncnc2onc(-c3ccc(F)cc3)c12 | -5% | 36% | -1%[59 µM] | 13% | 4% | -6%[60.1 µM] | -1% | nt | -7%
COc1ccc2cc(C(=O)Nc3ccc(F)cc3)sc(=O)c2c1OC | ? | 0% | 7%[12.7 µM] | -5% | -3%[57.1 µM] | -14% | -7% | 12% | -7%
CCN(CC)C(=O)Cn1cc(C(=O)C(=O)Nc2ccc3c(c2)OCCO3)c2ccccc21 | -16% | 4% | nt | 1% | -17% | -11% | -2% | -3% | -15%
Cc1ccc(-c2nnc(Nc3cccc(Br)c3)c3ccccc23)cc1S(=O)(=O)N1CCN(C)CC1 | -7% | 21% | -51%[59 µM] | 5% | ? | -9%[60.1 µM] | 0% | nt | 54%[activator]
CCOC(=O)c1cc(C)n(CC2CCC(C(=O)Nc3cccc(C)c3)CC2)c1C (stereo unspecified) | -6% | 12% | -40%[59 µM] | 27% | -22% | 8% | -8% | nt | 8%
CC1(C)CN2C(=S)N(c3ccccc3)C(c3ccccc3)N2C1 (stereo unspecified) | -7% | 0% | -7%[12.7 µM] | -9% | 8% | -12% | -5% | -2% | -18%
Cc1ccccc1C(=O)Nc1c(C(=O)Nc2cccc(F)c2)oc2ccccc12 | -14% | 30% | 3%[59 µM] | 21% | -6% | -12% | -4% | nt | -2%
CN(C)CCCN(C(=O)c1ccc(Br)s1)c1nc2ccc(F)cc2s1 | -11% | -21% | -20%[59 µM] | 2% | -13% | -5% | -10% | nt | -4%
COc1ccc(-c2nc(CN3CCN(C(=O)c4ccco4)CC3)c(C)o2)c(OC)c1C | -5% | 37% | nt | 0% | -15% | -3% | 0% | -8% | -13%
CCOC(=O)c1ccc(-n2c(C)nc3ccc(Br)cc3c2=O)cc1 | -6% | -21% | 35%[12.7 µM] | 96%[activator] | -19% | 2% | -4% | 0% | -10%
Cn1c(C(=O)NCCN2CCOCC2)cc2c(=O)n(C)c3ccccc3c21 | -15% | -1% | ? | 19% | 10% | 3% | -12% | -3% | -4%
COc1ccc(CCn2c(C)nc3c(c(=O)c4ccccc4n3C)c2=O)cc1 | -19% | -2% | 220%[activator][59 µM] | 14% | -18% | -4% | -3% | 22% | -3%
CCc1nc(N)c(C#N)c(-c2ccco2)c1C | -2% | ? | -12% | 26% | 6% | -8% | -4% | -2% | 78%[activator]
Cc1ccc(S(=O)(=O)N2CCN(c3ccccc3)CC2)c(C)c1 | -3% | -2% | nt | -18% | -9% | -13% | -12% | -17% | 71%[activator]
CCN(Cc1nc(-c2ccc(OC)c(OC)c2)no1)C(=O)c1ccc2c(c1)OCO2 | -17% | 17% | ? | 157%[activator] | 0% | 0% | 0% | -13% | -2%
O=C(CN(Cc1ccccc1)S(=O)(=O)c1ccc(F)cc1)NCCC1=CCCCC1 | -21% | 21% | ? | 5% | 13% | -10% | -13% | -8% | 9%
Cc1ccc(S(=O)(=O)N2CCC(C(=O)N/N=C/c3cccnc3)CC2)cc1 | -17% | -1% | -7%[59 µM] | 26% | 0% | -4% | -1% | -6% | 1%
COCCCN1C(=O)c2ccc(C(=O)N3CCN(c4ccc(OC)cc4)CC3)cc2C1=O | -6% | 8% | 1%[59 µM] | ? | -20% | 5% | -1% | 11% | -7%
COC(=O)C1=C(N)Oc2c(oc(CO)cc2=O)C1c1c(F)cccc1Cl (stereo unspecified) | 6% | 38% | 36%[activator] | 89%[activator] | 0% | -5% | -11% | 3% | -6%
CN(Cc1ccccc1)C(=O)COc1cc(=O)n(C)c2ccccc12 | -4% | -1% | 24% | -10% | 1% | 0% | 0% | 1% | -7%
C/C(=N/NC(=O)CNC(=O)Cc1ccccc1)c1ccc(Cl)cc1 | -11% | -1% | 23% | 79%[activator] | -15% | -14% | -2% | ? | -12%
COc1cccc(C(=O)C2CCCN(C(=O)CCC3=NNC(=O)CC3)C2)c1 (stereo unspecified) | 0% | 5% | nt | ? | 10% | 0% | -3% | 3% | -5%

In the list so far, these contain a Cl atom.
compound | POLH inh | POLB inh | G9a block | POLI inh | BAZ2B block | Pol kappa inh | BLM helicase inh | APE1 inh | Apoferritin bind
COC(=O)C1=C(N)Oc2c(oc(CO)cc2=O)C1c1c(F)cccc1Cl (stereo unspecified) | 6% | 38% | 36%[activator] | 89%[activator] | 0% | -5% | -11% | 3% | -6%
C/C(=N/NC(=O)CNC(=O)Cc1ccccc1)c1ccc(Cl)cc1 | -11% | -1% | 23% | 79%[activator] | -15% | -14% | -2% | ? | -12%

(further entries)
compound | POLH inh | POLB inh | G9a block | POLI inh | BAZ2B block | Pol kappa inh | BLM helicase inh | APE1 inh | Apoferritin bind
O=c1cc(N=Nc2ccc(Cl)cc2)[nH]c(=O)[nH]1 | 14% | 3% | 45µM* | 17% | 2% | -5% | -8% | 9% | 1%
Cc1ccc2onc(CNC(=O)NCc3ccc(Cl)cc3)c2c1 | -21% | 24% | 10%[59 µM] | 29% | -1% | 3% | 3% | nt | 3%
O=C(N/N=C/c1ccc(F)cc1)c1cc(-c2ccc3c(c2)OCO3)n[nH]1 | 2% | ? | -39% | 5% | -11% | -15% | 0% | -6% | -18%
COc1cccc(-n2c(=O)c3c(C)c(C(=O)N(C)C)sc3n(CC(=O)NCC3CCCO3)c2=O)c1 (stereo unspecified) | -15% | 7% | -30% | 108%[activator] | 11% | -7% | -5% | -1% | -4%
C[C@@H]1C(=O)O[C@H](C)[C@H]1C[C@@H](O)[C@](C)(O)C1CC[C@@]2(O)C3=CC(=O)[C@@H]4C[C@@H](O)[C@@H](O)C[C@]4(C)C3CC[C@]12C (stereo partly specified) | -9% | nt | nt | -15% | nt | -23% | nt | -10% | nt
Cc1ccc(-c2nnc(SCC(=O)N3CCc4ccccc43)o2)cc1 | -17% | 2% | -3%[59 µM] | 33%[activator] | 3% | 0% | 1% | nt | 3%
COc1ccc(COc2ccccc2C(=O)Nc2ccccn2)cc1[N+](=O)[O-] | 1% | 3% | 10%[59 µM] | 84%[activator] | -17% | -19% | -11% | 6% | -5%
CCC(C)(C)NC(=O)C(C(C)C)N(CC1CCCO1)C(=O)CNS(=O)(=O)c1ccccc1 (stereo unspecified) | -18% | 15% | -37% | 28% | 3% | -5% | -3% | 47%[activator] | -19%
CCCCCCn1cnc2c(oc3nc4c(cc32)CCCC4)c1=O | -3% | 41% | -10%[59 µM] | -15% | -3% | -11% | 3% | 21% | 2%
CCCCOC(=O)C1[C@H]2C(=O)N(c3ccccc3CC)C[C@]23C=C[C@H]1O3 (stereo partly specified) | -17% | -13% | -15%[12.7 µM] | 13% | 8% | 8% | -4% | 27% | -12%
O=C(NC(NCCCN1CCOCC1)(C(F)(F)F)C(F)(F)F)C1CCCCC1 | -8% | 34% | ? | 22% | -5% | -1% | -1% | -6% | -15%
Nc1ccc(-c2nc3ccc(N)cc3o2)cc1 | -13% | 2% | -12% | 57%[activator] | -22% | -3% | -4% | -2% | 660%[activator]
Cc1ccc(NC(=O)CSCC(=O)Nc2cccc(S(=O)(=O)N3CCCCCC3)c2)cc1 | -19% | nt | 7%[12.7 µM] | -21% | -7% | -12% | nt | -9% | nt
Cc1ccc(C(CNS(=O)(=O)c2ccc(F)cc2C)N2CCN(C)CC2)cc1 (stereo unspecified) | -2% | nt | -47% | -20% | 8% | -8% | nt | -9% | nt
O=C1CC(Sc2ncccn2)C(=O)N1c1ccccc1 (stereo unspecified) | -4% | 12% | ? | 13% | -6% | 6% | -1% | 19% | -9%
CC(C)CCNC(=O)CCCCn1c(=O)[nH]c2ccsc2c1=O | -9% | 3% | 0% | -16% | -11% | 10% | -3% | -11% | 4%
CC1(CC(=O)N/N=C/c2cc3c(cc2Br)OCO3)OCCO1 | -1% | 34% | -28% | 68%[activator] | nt | -8% | 0% | -3% | -9%
COc1cc(C(=O)NCCN2CCCC2)cc(OC)c1OC | -21% | 30% | 16%[59 µM] | 12% | 3% | -2% | 3% | 8% | -10%
O=C(O)CN1C(=O)/C(=C\c2ccccc2OCc2ccc(F)cc2)SC1=S | ? | ? | 50µM* | ? | -34% | -27% | -5% | 21% | -14%
Cc1ccccc1C(=O)c1c[nH]c(C(=O)NCCc2ccccn2)c1 | -22% | 30% | 5% | 77%[activator] | 0% | -2% | 0% | 0% | -3%
COc1cc(C(=O)Nc2ccc3c(c2)C(=O)N(CCC(=O)O)C3=O)cc(OC)c1OC | -10% | 2% | -10%[59 µM] | 15% | -3% | 0% | 3% | -8% | 2%

Some of the entries so far, with values ahead of the structure.
POLH inh | POLB inh | G9a block | POLI inh | BAZ2B block | Pol kappa inh | BLM helicase inh | APE1 inh | Apoferritin bind | SMILES
-2% | nt | -47% | -20% | 8% | -8% | nt | -9% | nt | Cc1ccc(C(CNS(=O)(=O)c2ccc(F)cc2C)N2CCN(C)CC2)cc1 (stereo unspecified)
-13% | 2% | -12% | 57%[activator] | -22% | -3% | -4% | -2% | 660%[activator] | Nc1ccc(-c2nc3ccc(N)cc3o2)cc1

A portion of the library, so the mix of outcomes need not match the whole.
